# ATG4B inh: ATG4B (human) cysteine protease inhibition | inhibition, % at 8.33 µM | Q9Y4P1 | ATG4B cleavage of LC3-PLA2, NBD-HPC fluorescence, 1 h | 340,000 compounds, 0.51% hits; in the data active = inhibition above about 40%
# Target sequence (Q9Y4P1 whole entry, looked up): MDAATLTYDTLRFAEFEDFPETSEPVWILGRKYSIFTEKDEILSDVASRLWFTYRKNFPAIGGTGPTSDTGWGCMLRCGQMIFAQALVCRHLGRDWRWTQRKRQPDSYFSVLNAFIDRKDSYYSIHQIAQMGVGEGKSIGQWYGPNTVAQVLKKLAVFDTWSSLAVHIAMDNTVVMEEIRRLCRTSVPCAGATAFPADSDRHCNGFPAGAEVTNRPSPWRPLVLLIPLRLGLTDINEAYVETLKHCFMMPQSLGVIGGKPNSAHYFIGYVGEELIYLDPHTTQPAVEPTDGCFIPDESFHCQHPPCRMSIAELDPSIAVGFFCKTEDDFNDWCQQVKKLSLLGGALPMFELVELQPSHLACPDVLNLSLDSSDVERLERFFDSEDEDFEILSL
# mIAP activ: mouse IAP activation; 330,000 compounds, 0.24% hits; activation factor at 10 µM; muIAP, CDP-Star luminescence, 30 min; active compounds read high; 1 = vehicle-only enzyme signal, 0 = enzyme-free wells; AID 2805;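 active = activation factor of at least 2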; note: the source names both 10 and 20 µM as test concentration; values of inactives mirror those of a sister screen read the other way
#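 also added = chemiluminescent substrate CDP-Star | test system = mouse IAP enzyme | signal = chemiluminescence readout | compound = DMSO-dissolved test compounds | incubation = 30 min at room temperature | benchmarks = DMSO wells, no-enzyme wells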
# mIAP block: mouse IAP inhibition. purified mouse IAP, CDP-Star luminescence, 30 min. inhibition, % at 10 µM. 330,000 compounds, 0.2% hits. AID 2806;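 active = inhibition of at least 40% at 10 µM in the primary screen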;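 note: plate controls were DMSO with enzyme for no effect and no enzyme wells for full effect; values of inactives mirror those of a sister screen read the other way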
# hIAP block: human IAP inhibition; inhibition, % at 10 µM; 330,000 compounds, 0.12% hits; P09923; purified IAP, CDP-Star luminescence, 30 min; AID 2544;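 active = inhibition reaching a set limit with compound at 10 µM in the primary screen, cut at about 35% in these data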;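 note: plate controls were DMSO wells with enzyme for no effect and no-enzyme buffer wells for full effect; values of inactives mirror those of a sister screen read the other way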
# MIN6 prolif: inducers of beta-cell replication in MIN6 cells; 330,000 compounds, 0.29% hits; MIN6 cells proliferation, ATPlite luminescence, 48 h; cells starved in 0.2% serum; 100% = growth in 10% serum; proliferation, % at 10 µM; AID 2380;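 active = compounds whose signal lies at least 3.5 SD above the mean of all wells on their plate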;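 note: 0% = DMSO-treated cells in low-serum medium and 100% = 10% serum control; some compounds called inactive have numbers as strong as hits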
# hIAP act: human IAP activation; 330,000 compounds, 0.16% hits; purified human IAP, CDP-Star luminescence, 30 min; active compounds read high; 1 = vehicle-only enzyme, 0 = enzyme-free background; activation factor at 10 µM;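 active = activation factor of the enzyme at least 2-fold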; note: the source names both 10 and 20 µM as test concentration; values of inactives mirror those of a sister screen read the other way
# MPTP block: blocks calcium-induced mitochondrial swelling. isolated mouse mitochondria, Ca2+ swelling absorbance, 30 min. 360,000 compounds, 1.4% hits. inhibition, % at 10 µM;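 active = inhibition of 50% or more, scaled per plate between neutral and stimulator controls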;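 note: 0% = DMSO wells given calcium and 100% = 1 mM EGTA wells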
# A3G deaminase: APOBEC3G (human) deaminase inhibition. Q9HC16. recombinant A3G, ssDNA deamination FAM/TAMRA fluorescence. inhibition, % at 20 µM. 330,000 compounds, 0.28% hits. AID 493012;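 active = inhibition of at least 40% at 20 µM, with no more than 30% in the related APOBEC3A deaminase screen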;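 note: plate controls were DMSO wells with A3G for no effect and wells lacking A3G enzyme for full effect; some compounds called inactive have numbers as strong as hits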
# Target sequence (Q9HC16 whole entry, looked up): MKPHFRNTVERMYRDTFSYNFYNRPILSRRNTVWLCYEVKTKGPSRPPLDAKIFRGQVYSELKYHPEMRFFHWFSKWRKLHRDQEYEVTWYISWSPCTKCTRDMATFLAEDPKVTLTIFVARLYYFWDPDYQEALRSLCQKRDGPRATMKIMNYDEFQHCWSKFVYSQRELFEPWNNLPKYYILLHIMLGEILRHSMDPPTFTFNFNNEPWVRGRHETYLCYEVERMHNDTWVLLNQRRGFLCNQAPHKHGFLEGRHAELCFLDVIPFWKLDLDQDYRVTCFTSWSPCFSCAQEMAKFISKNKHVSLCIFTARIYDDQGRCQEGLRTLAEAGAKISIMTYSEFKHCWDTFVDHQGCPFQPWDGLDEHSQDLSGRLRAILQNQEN
# A3A deaminase: inhibitors of human APOBEC3A DNA deaminase. recombinant A3A, FAM/TAMRA ssDNA deamination fluorescence. 330,000 compounds, 0.41% hits. inhibition, % at 20 µM. P31941;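 active = at least 40% inhibition at 20 µM here, with at most 30% in a related deaminase screen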;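 note: plate controls were A3A with DMSO for no effect and wells lacking A3A enzyme for full effect; some results filed as inactive read as strong as hits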
# Target sequence (P31941 whole entry, looked up): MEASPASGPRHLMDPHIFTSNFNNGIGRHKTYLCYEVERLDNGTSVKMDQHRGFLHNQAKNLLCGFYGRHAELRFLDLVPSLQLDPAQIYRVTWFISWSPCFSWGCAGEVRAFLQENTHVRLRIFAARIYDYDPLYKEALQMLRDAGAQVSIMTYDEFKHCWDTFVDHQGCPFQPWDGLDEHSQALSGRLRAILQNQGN
# * marks the source's active call; other numbers are inactive results.
SMILES,ATG4B inh,mIAP activ,mIAP block,hIAP block,MIN6 prolif,hIAP act,MPTP block,A3G deaminase,A3A deaminase
CC1CCCCN1S(=O)(=O)c1cccc(S(=O)(=O)N2CCOCC2)c1 (stereo not given),-9,0.98,2,3,-1,0.97,0.4,-4,0
COC(=O)c1[nH]c(C)c(/C(O)=C2\C(=O)C(=O)N(CCN3CCOCC3)C2c2cccnc2)c1C (stereo not given),8,1,-1,-13,-2,1.1,-2.0,-2,0
COc1ccc(-c2nn(-c3ccccc3)cc2/C=N/N2C(=O)CSC2=S)cc1,-3,0.68,32,12,-6,0.88,1.5,-5,-2
NNC(=O)c1nc(-c2cccc(-n3cccc3)c2)no1,5,1,-1,-6,-3,1.1,1.4,-7,0
CC1CC(CCC(=O)NC(=S)Nc2ccc(S(N)(=O)=O)cc2)C(=O)O1 (stereo not given),-1,1,-3,2,-2,0.98,0.2,0,0
O=C(c1cccc(N2CCCC2=O)c1)N1CCN(c2ccc(F)cc2)CC1,-4,0.98,2,-2,1,1,-1.6,-5,-5
COc1ccc(OCc2cc(C(=O)NC3CCc4ccccc43)no2)c(Cl)c1 (stereo not given),0,0.99,1,-26,-1,1.3,1.8,-2,-4
COc1ccccc1NCC(=O)n1nc(C)cc1C,5,0.94,6,-2,-3,1,2.5,1,0
CN(C)S(=O)(=O)c1ccc(NC(=O)COc2ncnc3sccc23)cc1,-1,0.91,9,-4,-1,1,-0.6,-9,4
O=C(NCc1cccnc1)c1cc(Cl)ccc1[N+](=O)[O-],-9,1,-3,-4,-3,1,0.0,-3,2
COc1ccc(N(C(=O)Cn2cnc3ccccc32)C(C(=O)NC2CCCCC2)c2ccccc2)cc1 (stereo not given),-8,0.95,5,-8,-4,1.1,0.0,-4,0
COCCN1CCN(c2c3c(nc4cc(-c5cccc(F)c5)nn24)CCC3)CC1,-6,1.1,-9,-28,0,1.3,-1.5,-2,-5
O=C1CCCC2=C1C(c1cccc(Br)c1)n1nc(-c3ccco3)nc1N2 (stereo not given),-10,0.86,14,3,5,0.97,0.1,1,-3
Clc1ccc(N2CCN(Cc3c[nH]c4ncccc34)CC2)cc1,-6,0.99,1,14,-6,0.86,1.9,-3,0
Cc1ccc2c(c1)N(CC(=O)N1CCC(O)CC1)C(=O)CO2,-1,1.1,-11,-11,0,1.1,0.1,0,0

# Three compounds picked at random from the list so far, as already listed:
SMILES,ATG4B inh,mIAP activ,mIAP block,hIAP block,MIN6 prolif,hIAP act,MPTP block,A3G deaminase,A3A deaminase
COc1ccc(-c2nn(-c3ccccc3)cc2/C=N/N2C(=O)CSC2=S)cc1,-3,0.68,32,12,-6,0.88,1.5,-5,-2
NNC(=O)c1nc(-c2cccc(-n3cccc3)c2)no1,5,1,-1,-6,-3,1.1,1.4,-7,0
O=C(c1cccc(N2CCCC2=O)c1)N1CCN(c2ccc(F)cc2)CC1,-4,0.98,2,-2,1,1,-1.6,-5,-5

# Entries shown so far containing an NH in an aromatic ring, in the order listed:
SMILES,ATG4B inh,mIAP activ,mIAP block,hIAP block,MIN6 prolif,hIAP act,MPTP block,A3G deaminase,A3A deaminase
COC(=O)c1[nH]c(C)c(/C(O)=C2\C(=O)C(=O)N(CCN3CCOCC3)C2c2cccnc2)c1C (stereo not given),8,1,-1,-13,-2,1.1,-2.0,-2,0
Clc1ccc(N2CCN(Cc3c[nH]c4ncccc34)CC2)cc1,-6,0.99,1,14,-6,0.86,1.9,-3,0

# Remaining list, next part
SMILES,ATG4B inh,mIAP activ,mIAP block,hIAP block,MIN6 prolif,hIAP act,MPTP block,A3G deaminase,A3A deaminase
CC(C)C[C@H](NC(=O)c1nc[nH]c1C(=O)N(C)Cc1ccccc1)C(=O)OC(C)(C)C,3,0.93,7,-28,-3,1.3,-1.5,-11,-1
COc1cc(/C=C/C(=O)Nc2ccc(OC)c(S(=O)(=O)N3CCOCC3)c2)ccc1OC(F)F,-31,0.96,4,15,-2,0.85,-4.0,-6,-2
Cc1ccc2c(c1)c(N=NC(N)=S)c(O)n2Cc1ccccc1,-7,0.81,19,-15,-3,1.2,1.3,-5,-3
CCCc1ccc(S(=O)(=O)N2CCN(C(C)C(=O)NCc3ccc(OC)cc3)CC2)cc1 (stereo not given),1,1.1,-8,8,-1,0.92,0.6,-1,-1
Cc1cc(Cl)ccc1OCCCC(=O)OCC(N)=O,1,0.97,3,19,-2,0.81,0.9,-1,6
COc1ccc(OCCSc2nc3nc(C)cc(C)n3n2)cc1,-4,1,-4,-22,1,1.2,-1.5,-7,-1
COc1ccc(C(C(=O)NCc2ccccc2)N(Cc2ccco2)C(=O)c2cnccn2)cc1 (stereo not given),-1,1,-1,-10,-3,1.1,-1.7,-5,1
Cc1ccc2c(c1)[C@H]1[C@H](CO2)[C@H](c2ccccc2)[C@]2(C)C(=O)NCC(=O)N12,-15,1.1,-7,11,-4,0.89,-1.7,-7,1
Cc1cc(C)n(-c2nc(C)nc(N)n2)n1,7,0.97,3,0,3,1,1.3,0,1
COc1cc(-c2noc(C)c2C#CCO)cc(OC)c1OC,6,1,-4,-8,2,1.1,0.2,-16,0
Cc1cc(C)cc(NC(=O)C2CCCN(S(=O)(=O)c3c(C)noc3C)C2)c1 (stereo not given),-3,0.99,1,8,-2,0.92,-0.2,8,0
CCOc1ccc(NC(=O)C2CCC(CNc3c(N4CCCCC4)c(=O)c3=O)CC2)cc1 (stereo not given),3,1.1,-6,-17,-4,1.2,2.6,-7,-7
O=C(COc1ccc2c(c1)oc(=O)c1ccccc12)N[C@@H](Cc1c[nH]c2ccccc12)C(=O)O,-15,0.96,4,7,1,0.93,-1.5,-6,-3
CC1CN(c2nc3ccccc3nc2C(C#N)C(=O)OC2CCCCC2)CC(C)O1 (stereo not given),0,0.89,11,18,-6,0.82,5.8,-12,-3
NS(=O)(=O)c1ccc(CCNC(=O)C2CCC(Cn3c(=S)[nH]c4ccccc4c3=O)CC2)cc1 (stereo not given),-11,0.9,10,-2,-2,1,-0.8,-17,-7

# Nothing new here: 2 of the compounds above.
SMILES,ATG4B inh,mIAP activ,mIAP block,hIAP block,MIN6 prolif,hIAP act,MPTP block,A3G deaminase,A3A deaminase
Cc1cc(C)cc(NC(=O)C2CCCN(S(=O)(=O)c3c(C)noc3C)C2)c1 (stereo not given),-3,0.99,1,8,-2,0.92,-0.2,8,0
CCOc1ccc(NC(=O)C2CCC(CNc3c(N4CCCCC4)c(=O)c3=O)CC2)cc1 (stereo not given),3,1.1,-6,-17,-4,1.2,2.6,-7,-7

# Further results follow:
SMILES,ATG4B inh,mIAP activ,mIAP block,hIAP block,MIN6 prolif,hIAP act,MPTP block,A3G deaminase,A3A deaminase
Oc1ccc(-c2cc(-c3ccc(O)cc3)nc(-c3ccccc3)n2)cc1,11,0.9,10,11,-7,0.89,1.5,-8,-3
COc1ccc(NC(=O)CN2CCN(S(=O)(=O)c3ccc(Cl)cc3)CC2)cc1Cl,-24,1.1,-12,-18,-3,1.2,-3.3,-3,-2
O=C(Nc1cc(Cl)ccc1N1CCOCC1)c1ccncc1,-3,0.94,6,9,-4,0.91,-0.1,5,27
O=S(=O)(Nc1ccc(F)cc1)c1ccc(NC(=S)Nc2ccccc2)cc1,-3,0.92,8,17,0,0.83,1.7,-7,-4
COc1ccc(OC)c(-c2csc(NC(=O)c3ccc4c(c3)OCO4)n2)c1,9,0.94,6,-14,-3,1.1,1.5,-4,0
Cc1cc([N+](=O)[O-])nn1CC(=O)NC1CCCCC1,-5,0.96,4,1,0,0.99,-1.1,2,3
Cn1cc(C(=O)c2ccc(Cl)cc2Cl)cc1C(=O)N/N=C(\N)COc1ccc(Cl)cc1Cl,-1,0.95,5,-11,-5,1.1,2.7,-4,-1
CCn1cc(C(=O)NCCC(C)C)c(=O)c2cc(F)c(N3CCN(C)CC3)cc21,-6,0.95,5,-9,-3,1.1,0.1,-5,8
CC1=C(C)CC(C(=O)Nc2cccc(Cl)c2)C(C(=O)O)C1 (stereo not given),4,0.94,6,0,2,1,0.1,-5,-4
C=C(C)CNC(=S)N1CCNC(=O)C1CC(=O)OC (stereo not given),-7,0.95,4,2,-3,0.98,0.4,-2,-1
COc1ccc(NC(=O)COC(=O)c2ccc(OCc3c(C)noc3C)cc2)cc1OC,0,1,-4,-14,-4,1.1,6.0,1,0
O=C(NC1CCCCC1)N(CCN1CCCC1)Cc1cc2cc3c(cc2[nH]c1=O)OCCO3,-12,0.97,3,13,-5,0.87,-1.6,-1,0
CC(C)CSc1n[nH]c(=S)s1,5,0.87,13,9,-5,0.91,-2.0,42*,-3
COc1cc(/C=C/C(=O)Nc2cccnc2)cc(OC)c1OC,-2,1,-3,-32,-4,1.3,0.2,24,-5
Cc1cccc(N2CCN(C(=O)NC(C)c3ccc(F)c(F)c3)CC2)c1C (stereo not given),4,1.2,-20,2,-1,0.97,-0.7,-9,-2
CCOC(=O)c1cccc(NC(=O)c2ccc(-n3cnnn3)cc2)c1,5,1,-2,8,-3,0.92,-1.1,-8,-3
O=C(/C=C/Nc1cccc(C(F)(F)F)c1)C(F)(F)F,-5,0.99,1,-15,-2,1.2,36,2,1
CCC(C)NS(=O)(=O)c1ccc(OCC(=O)NCC2CCCO2)cc1 (stereo not given),-3,1.1,-11,2,-2,0.98,-1.0,-2,2
COc1ccccc1NCCC(=O)O,-3,1,-2,7,4,0.93,0.5,-6,0
Cc1cc(NS(=O)(=O)c2c(C)[nH]c(=O)[nH]c2=O)ccc1Br,2,1,-2,2,0,0.98,0.9,-2,-1
CCc1nnc(NC(=O)CCC(=O)NC2CCCCCC2)s1,-2,1,-1,0,0,1,-1.9,1,-1
COc1ccccc1CNC(=O)COC(=O)c1ccc(S(=O)(=O)N2CCCCC2)cc1,-5,0.97,3,6,1,0.94,-0.2,-2,2
NS(=O)(=O)c1ccc(CNC(=O)c2ccc3c(=O)n4c(nc3c2)CCC4)cc1,2,1,0,-18,0,1.2,-2.0,-6,-4
Cc1cnc(C(=O)Nc2ccc(OC(F)(F)F)cc2)cn1,-5,0.98,2,17,-1,0.83,0.7,-2,4
CO[C@H]1/C=C/O[C@@]2(C)Oc3c(C)c(O)c4c(O)c(c(C=NN5CCN(C)CC5)c(O)c4c3C2=O)NC(=O)/C(C)=C\C=C\[C@H](C)[C@H](O)[C@@H](C)[C@@H](O)[C@@H](C)[C@H](OC(C)=O)[C@@H]1C,-5,0.91,9,17,-4,0.83,3.0,-5,-1
CCc1nc(SCc2ccc(F)cc2)n[nH]1,-29,1,-2,-10,3,1.1,-0.4,-8,-2
Cc1ccc(Cn2cnc3ccccc32)cc1,-15,1.2,-18,10,-4,0.9,6.2,-5,-1
CCC(C)C(=O)Nc1ccc(OC)cc1[N+](=O)[O-] (stereo not given),1,1.1,-11,-7,-3,1.1,0.9,-4,0
CC1CCCC(C)N1C(=O)CSc1nnc(COc2ccc(F)cc2)o1 (stereo not given),1,0.95,5,10,0,0.9,-3.5,-4,0
O=C(NC1CCCCCC1)c1cccc(S(=O)(=O)N2CCOCC2)c1,-8,1.1,-9,-13,-3,1.1,0.1,-6,-4

# Entries listed so far marked active in A3G deaminase.
Molecule | ATG4B inh | mIAP activ | mIAP block | hIAP block | hIAP act | MPTP block | A3G deaminase | A3A deaminase
CC(C)CSc1n[nH]c(=S)s1 | 5 | 0.87 | 13 | 9 | 0.91 | -2.0 | 42* | -3

# From PubChem
